# Screens from PubChem.
# HCV inh: qHTS Assay for Inhibitors of Hepatitis C Virus (HCV); Huh7.5.1 HCVcc-Cre infection, luciferase reporter, 44 h; Potency, µM (series often up to 41.8 µM), for the others: at the top dose activity change, negative = inhibition, most hits filed as inhibitors; hit rate 3.4% among 340,000; further: potency means the concentration at half of the fitted maximal effect
#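 Cells (1,000/well) were plated 4 h before compound, then infected with HCVcc-Cre virus (~0.5 moi). After 44 h further culture, infection was read as luciferase luminescence following a 15 min substrate incubation at room temperature.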
# AmpC detergent: qHTS Inhibitors of AmpC Beta-Lactamase (assay with detergent) | P00811 | hit rate 0.041% among 370,000 | AID 485294, 2010 | AmpC hydrolysis of nitrocefin, absorbance 480 nm, 0.01% Triton | Potency, µM (top dose mostly 114 µM), for inactives: at the top dose activity change, negative = inhibition, usual class: inhibitors;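 further: potency means the concentration at half of the fitted maximal effect; 0% = no-compound wells and -100% = no-enzyme wells; nearly all actives have a fitted effect of over 25% in size; some results filed as inactive show a strong effect at the top dose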
# Target sequence (P00811 whole entry, looked up): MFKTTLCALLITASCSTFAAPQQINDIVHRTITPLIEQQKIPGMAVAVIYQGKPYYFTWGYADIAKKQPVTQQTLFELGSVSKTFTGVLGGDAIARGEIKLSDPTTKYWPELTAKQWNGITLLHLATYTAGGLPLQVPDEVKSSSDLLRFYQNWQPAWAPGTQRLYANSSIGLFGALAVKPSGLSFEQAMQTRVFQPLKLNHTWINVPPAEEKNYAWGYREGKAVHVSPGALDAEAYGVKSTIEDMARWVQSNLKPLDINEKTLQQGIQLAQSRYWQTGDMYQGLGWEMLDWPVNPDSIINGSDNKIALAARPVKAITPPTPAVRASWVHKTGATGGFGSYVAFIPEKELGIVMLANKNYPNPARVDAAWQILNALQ
#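 AmpC (5.3 nM in the dispensed reagent) in 20 mM phosphate pH 7.0 with 0.01% (detergent screen) or 0.0001% Triton X-100 was preincubated with compounds for 15 min at room temperature. Nitrocefin was then added from an 800 uM solution, and hydrolysis was followed at 480 nm.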
# AmpC inh no detg: qHTS Inhibitors of AmpC Beta-Lactamase (assay without detergent); P00811; AmpC nitrocefin hydrolysis, absorbance 480 nm, 0.0001% Triton; Potency, µM (series often up to 57.1 µM), without a hit: at the top dose activity change, negative = inhibition, most hits filed as inhibitors; hit rate 0.52% among 330,000; AID 485341, 2010;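 further: potency means the concentration at half of the fitted maximal effect; plate controls were no compound for no effect and no enzyme for full effect; nearly all actives have a fitted effect of over 20% in size; some results filed as inactive show a strong effect at the top dose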
#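 AmpC (5.3 nM in the dispensed reagent) in 20 mM phosphate pH 7.0 with 0.01% (detergent screen) or 0.0001% Triton X-100 was preincubated with compounds for 15 min at room temperature. Nitrocefin was then added from an 800 uM solution, and hydrolysis was followed at 480 nm.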
# FBPA Giardia inh: qHTS Assay for Inhibitors of Fructose-1,6-bisphosphate Aldolase from Giardia Lamblia; hit rate 0.71% among 290,000; Potency, µM (top dose mostly 59.6 µM), for the others: top-dose activity, negative = inhibition, most hits filed as inhibitors; purified Giardia FBPA; A8B2U2; AID 2451, 2010; further: potency means the concentration at half of the fitted maximal effect; nearly all actives have a fitted effect of over 55% in size
# Target sequence (A8B2U2 whole entry, looked up): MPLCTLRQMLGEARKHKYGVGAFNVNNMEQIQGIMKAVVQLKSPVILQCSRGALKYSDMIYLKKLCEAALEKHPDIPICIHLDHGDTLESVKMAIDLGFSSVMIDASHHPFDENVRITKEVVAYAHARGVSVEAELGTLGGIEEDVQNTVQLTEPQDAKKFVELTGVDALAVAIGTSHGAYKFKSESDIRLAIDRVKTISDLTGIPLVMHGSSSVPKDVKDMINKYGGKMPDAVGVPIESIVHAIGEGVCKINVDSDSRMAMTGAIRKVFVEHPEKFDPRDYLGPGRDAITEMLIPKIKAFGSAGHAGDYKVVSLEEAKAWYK
#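 40 nM FBPA preincubated 10 min at RT with compound (up to 57.5 uM final), then substrate plus GAPDH/TPI/NAD/arsenate coupling and diaphorase/resazurin added. Fluorescence read after 20 min at RT, 525/598 nm.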
# HCMV inh: qHTS Assay for inhibitors of the human cytomegalovirus (HCMV). HFF cells, HCMV-luciferase reporter, 72 h; active compounds read low. activity change, negative = inhibition, % at 57.5 µM. hit rate 4.5% among 410,000. AID 1259415, 2018; in the data active means activity change below about -60%; inconclusive means no clear call, values can overlap the other calls; inactive means above about -39%
#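 Steps: HFFs plated, 16 h 37C; compounds added; HCMV-luciferase added to MOI 1 PFU/cell; 72 h 37C; OneGlo reagent, 5 min room temperature; luminescence read, normalized to controls.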
# Sm TGR inh: qHTS Assay for the Inhibitors of Schistosoma Mansoni Peroxiredoxins; Schistosoma mansoni thioredoxin glutathione reductase (TGR), Q962Y6; purified TGR, DTNB reduction, TNB absorbance 405 nm; Potency, µM (highest dose often 114 µM), for inactives: at the highest dose activity change, negative = inhibition, hits mostly inhibitors; hit rate 3% among 360,000; AID 485364, 2010; further: potency means the concentration at half of the fitted maximal effect; nearly all actives have a fitted effect of over 60% in size
#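 First, TGR (20 nM dispensed) and NADPH were mixed with compound. Second, a 15 min room-temperature incubation followed. Third, further NADPH and then DTNB were added to start the reaction. Finally, TNB absorbance was monitored kinetically.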
# * marks the source's active call; other numbers are inactive results; ? = inconclusive; nt = no result given; & = joins results of further samples; [ ] = another dose, or the depositor's remark. Unless noted, the call rests on the fitted dose curve; in most records, active means well fitted curve in the direction sought with a large enough effect; inconclusive means small, poorly fitted or top-dose-only effect, or another doubt; inactive means no such curve, though single readings can be large; an effect the other way counts as inactive or inconclusive. Unless noted, on the % scale 0 is the no-effect control and ±100 the full control effect.
# Start of the data: the first eleven compounds, ahead of the listing:
SMILES	HCV inh	AmpC detergent	AmpC inh no detg	FBPA Giardia inh	HCMV inh	Sm TGR inh
O=C(c1ccco1)N1CCN(c2ncnc3sc4c(c23)CCC4)CC1	?	-12%	11%	-3%	-67*	11µM*
Cc1cc2oc(=O)cc(CN(C)Cc3cccc(F)c3)c2cc1C	?	2%	-25%	11%	-3	3%
c1ccc2c(c1)ncc1nncn12	nt	-3%	nt	nt	6	8%
COc1cccc(C(=O)NCC(c2ccc(N(C)C)cc2)N2CCc3ccccc32)c1OC (configuration not stated)	nt	14%	nt	nt	-13	42%[activator]
CCc1ccccc1NC(=O)CSc1nnc(-c2ccco2)n1N	13%	-16%	-28%	4%	-7	?
N#Cc1c(-c2ccccc2)nc(N2CCOCC2)[nH]c1=O	9%	2%	-5%	12%	-26	-4%
C[C@H](NC(=O)c1ccccc1Cl)C(=O)NCCc1ccc(S(N)(=O)=O)cc1	4%	9%	-19%	8%	-34	-7%
CC(C)(CC(=O)O)CC(=O)Nc1ccc(Oc2ccc(C(C)(C)C)cc2)nc1	7%	1%	-19%	13%	40	-3%
Cc1cccc(N2CCN(C3=NC(=O)C(Cc4ccccc4)S3)CC2)c1 (configuration not stated)	-9%	-8%	-1%	3%	-24	-5%
COCCn1c(=NC(=O)c2ccc(S(=O)(=O)N3CCc4ccccc4C3)cc2)sc2cc(OC)ccc21	13µM*	-2%	-22%	4%	-29	4%
Cc1cccc(C2CC(c3ccc(F)cc3)Nc3nc(N)nn32)c1 (configuration not stated)	6%	-9%	4%	6%	8	0%

# Main list, from the first entry:
SMILES	HCV inh	AmpC detergent	AmpC inh no detg	FBPA Giardia inh	HCMV inh	Sm TGR inh
O=C(c1ccco1)N1CCN(c2ncnc3sc4c(c23)CCC4)CC1	?	-12%	11%	-3%	-67*	11µM*
Cc1cc2oc(=O)cc(CN(C)Cc3cccc(F)c3)c2cc1C	?	2%	-25%	11%	-3	3%
c1ccc2c(c1)ncc1nncn12	nt	-3%	nt	nt	6	8%
COc1cccc(C(=O)NCC(c2ccc(N(C)C)cc2)N2CCc3ccccc32)c1OC (configuration not stated)	nt	14%	nt	nt	-13	42%[activator]
CCc1ccccc1NC(=O)CSc1nnc(-c2ccco2)n1N	13%	-16%	-28%	4%	-7	?
N#Cc1c(-c2ccccc2)nc(N2CCOCC2)[nH]c1=O	9%	2%	-5%	12%	-26	-4%
C[C@H](NC(=O)c1ccccc1Cl)C(=O)NCCc1ccc(S(N)(=O)=O)cc1	4%	9%	-19%	8%	-34	-7%
CC(C)(CC(=O)O)CC(=O)Nc1ccc(Oc2ccc(C(C)(C)C)cc2)nc1	7%	1%	-19%	13%	40	-3%
Cc1cccc(N2CCN(C3=NC(=O)C(Cc4ccccc4)S3)CC2)c1 (configuration not stated)	-9%	-8%	-1%	3%	-24	-5%
COCCn1c(=NC(=O)c2ccc(S(=O)(=O)N3CCc4ccccc4C3)cc2)sc2cc(OC)ccc21	13µM*	-2%	-22%	4%	-29	4%
Cc1cccc(C2CC(c3ccc(F)cc3)Nc3nc(N)nn32)c1 (configuration not stated)	6%	-9%	4%	6%	8	0%
O=C(O)CCCC(=O)NCc1ccccn1	12%	-1%	-4%	0%	1	37%[activator]
CC1(C)N([O-])C(c2ccccc2)=C[N+](=O)C1(C)C	6%	?	-8%	2%	4	3%
CC(C)CC(=O)Nc1ccc(N2CCOCC2)cc1	10%	?	-13%	1%	11	-1%
CCn1cc(C(=O)NCC(OC)OC)c(=O)c2cc(S(=O)(=O)N3CCOCC3)ccc21	3%	0%	39%	nt	?	2%
O=C(CSc1nncs1)NC1CCCc2ccccc21 (configuration not stated)	13%	-11%	-19%	3%	-13	0%
CCC(C(=O)NC1CCCCCC1)n1nc(C)n2c(cc3occc32)c1=O (configuration not stated)	-19%	-2%	5%	9%	0	-6%
CCc1nn2c(=O)cc(COC(=O)c3ccc(NC(=O)COc4ccc(C)cc4)cc3)nc2s1	nt	0%	nt	nt	40	-8%
C/C=C(\C)C(=O)Nc1cccc(C2=NOC3(C2)C[C@@H](C(N)=O)N(C(=O)/C(C)=C/C)C3)c1 (some centres not stated)	6%	-5%	16%	0%	-68*	50%[activator]
Cc1ccnc(N2CCC(C(=O)NCc3ccc4c(c3)OCO4)CC2)n1	2%	?	-15%	2%	33	-2%
CCN1C(=O)c2ccccc2S(=O)(=O)c2ccc(C(=O)NCCCN(CC(C)C)CC(C)C)cc21	15%	1%	71%[activator]	6%	-31	?
COc1ccc(S(=O)(=O)NC(N)=NCCc2ccccc2)cc1	7%	0%	-31%	10%	?	10%
CCOC(=O)Cn1c(=O)oc2cc(S(=O)(=O)N3CCN(c4ccc(C(C)=O)cc4)CC3)ccc21	nt	4%	nt	nt	-2	18%
COc1ccccc1N1CCN(CC(=O)N2N=CCC2c2ccccc2)CC1 (configuration not stated)	0%	?	-5%	2%	?	0%
CN(Cc1ccccc1)C(=O)C(=O)Nc1ccc2nc3n(c(=O)c2c1)CCCCC3	nt	-1%	nt	nt	-28	10%
O=C(CSc1nnc(CNC(=O)c2c(F)cccc2Cl)o1)Nc1cccc(F)c1	nt	-3%	nt	nt	3	-1%
COc1ccccc1-n1cnc2c(c1=O)c1nc3ccccc3nc1n2-c1ccc(C)cc1	?	-9%	-11%	-8%	-87*	-10%
Cn1nnc2c(NCCc3ccccc3)ncnc21	nt	0%	nt	nt	-35	4%
Cc1nc(NC(=O)/C=C/c2ccco2)sc1C	1%	-10%	-17%	-5%	90	50µM*
Cc1ccc(C2=C(c3ccc([N+](=O)[O-])cc3)C(=O)OC2)cc1C	?	6%	-56%	-1%	-26	3%
C/C(Cc1ccccc1)=N\NC(=O)CNC(=O)c1cccc(Cl)c1	10%	-8%	-30%	-1%	6	3%
Cc1ccc(-n2nnnc2SCn2nnc3ccccc3c2=O)c(C)c1	?	3%	nt	-5%	-86*	-26%
Cc1nc2ncnn2c(C)c1CCC(=O)NCc1ccco1	19%	2%	-2%	3%	44	3%
Cc1ccnc(NC(=O)c2cc3c(=O)oc4ccc(C)cc4c3s2)c1	-7%	0%	-7%	4%	-2	10%
CCn1c(CNc2ccc(Cl)cc2)nnc1SCC(=O)NCc1ccccc1	-7%	?	28%	-1%	39	0%
CCn1nc(C)c(CNC(=O)C2CCC(=O)N(Cc3ccc(Cl)cc3)C2)c1C (configuration not stated)	15%	-8%	70%[activator]	nt	12	8%
Cn1c(SCC(=O)Nc2ccc3c(c2)OCCO3)nnc1-c1ccco1	0%	-1%	-6%	-2%	3	3%
Cc1ccc(Cl)cc1NC(=O)c1nnn(Cc2ccccc2)c1N	nt	-9%	nt	nt	-8	-9%
CC(=O)N1CC2(c3ccccc3)CN(C(C)=O)CC(c3ccccc3)(C1)C2=O	-9%	-14%	-14%	11%	31	5%
CCc1ccc(C(=O)COc2ccc(NC(C)=O)cc2)cc1	0%	0%	-8%	7%	12	0%

# Additional entries.
Molecule,HCV inh,AmpC detergent,AmpC inh no detg,FBPA Giardia inh,HCMV inh,Sm TGR inh
O=C(COc1ccc(Cl)cc1)Nc1ccccc1C(=O)NCc1cccnc1,-13%,0%,15%,nt,-2,1%
CN(C)c1ccc(CNC(=O)CN(C)S(=O)(=O)c2ccc3c(c2)c(=O)n(C)c(=O)n3C)cc1,15%,-4%&6%,-16%,nt,-24&-1,-3%&1%
CC(=O)Nc1cccc(C(=O)N/N=C/c2ccc(F)cc2)c1,6%,-12%,-28%,2%,1,4%
C=CCn1c(SCC(N)=O)nc2scc(-c3ccc(C)o3)c2c1=O,?,8%,18%,-3%,50,18µM*
COc1cc(CNCc2ccccn2)ccc1OCC(=O)NC(C)(C)C,3%,?,-28%,15%,0,0%
Cc1ccc2nc(NC(=O)C(NS(=O)(=O)c3cccc4nsnc34)C(C)C)sc2c1 (configuration not stated),?,?,-41%,-5%,13,0%
NC(=O)c1cccn1Cc1cccc(Cl)c1,3%,?,-25%,-7%,-13,-2%
O=C1CN=C(c2ccccc2F)c2cc(Cl)ccc2N1,-23%,-7%,-24%,-1%,?,8%
Cc1ccc(C2=NS(=O)(=O)N(C)C(C(=O)NC(C)c3ccccc3)=C2)cc1 (configuration not stated),-19%,0%,-40%,-3%,?,7%
CCc1sc(C(=O)Nc2ccc(NC(C)=O)cc2)cc1C,-11%,0%,-13%,1%,-26,-2%
Cc1cc(C)c(NC(=O)Nc2ccc3snnc3c2)c(C)c1,nt,0%,nt,nt,-15,2%
CNc1nc(NCc2ccccc2)nc(N)c1[N+](=O)[O-],-6%,-5%,-25%,-2%,45,-24%
Cc1cccc(NS(=O)(=O)Cc2ccccc2)c1C,-6%,-9%,-21%,-1%,-19,4%
CC(C)(C)NC(=O)c1ccc(COc2ccc(Cl)cc2Cl)o1,?,0%,35%,-2%,-29,?
O=C(Nc1ccc(Cl)c(Cl)c1)N1CCC(c2ccccc2)C1 (configuration not stated),nt,-1%,nt,nt,71,8%
Cc1cccc(N(CC(=O)Nc2c(C)n(C)n(-c3ccccc3)c2=O)S(C)(=O)=O)c1,-5%,7%,-4%,-2%,4,-5%
CCN(CCO)c1nc(N2CCCCC2)c2cnn(C)c2n1,-23%,-8%,1%,1%,-18,-3%
COC(=O)Cc1csc(NC(=O)CSc2nncn2C)n1,3%,nt,-1%,nt,-17,nt
O=C1c2ccccc2NC(c2ccc(O)cc2)N1/N=C/c1ccc(O)cc1 (configuration not stated),0%,-15%,-16%,-16%,76,-13%
